# ERAP1 inh: blocks human ERAP1 aminopeptidase activity. Q9NZ08. recombinant ERAP1, Leu-AMC fluorescence, 60 min. inhibition, % at 10.7 µM. 340,000 compounds, 0.15% hits;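 active = mean replicate inhibition of at least 30%, or all replicates individually reaching that 30% level; inactive = mean below 30% and not every replicate reaching it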;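 note: 0% = neutral control wells and 100% = L-leucinethiol positive control wells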
# Target sequence (Q9NZ08 whole entry, looked up): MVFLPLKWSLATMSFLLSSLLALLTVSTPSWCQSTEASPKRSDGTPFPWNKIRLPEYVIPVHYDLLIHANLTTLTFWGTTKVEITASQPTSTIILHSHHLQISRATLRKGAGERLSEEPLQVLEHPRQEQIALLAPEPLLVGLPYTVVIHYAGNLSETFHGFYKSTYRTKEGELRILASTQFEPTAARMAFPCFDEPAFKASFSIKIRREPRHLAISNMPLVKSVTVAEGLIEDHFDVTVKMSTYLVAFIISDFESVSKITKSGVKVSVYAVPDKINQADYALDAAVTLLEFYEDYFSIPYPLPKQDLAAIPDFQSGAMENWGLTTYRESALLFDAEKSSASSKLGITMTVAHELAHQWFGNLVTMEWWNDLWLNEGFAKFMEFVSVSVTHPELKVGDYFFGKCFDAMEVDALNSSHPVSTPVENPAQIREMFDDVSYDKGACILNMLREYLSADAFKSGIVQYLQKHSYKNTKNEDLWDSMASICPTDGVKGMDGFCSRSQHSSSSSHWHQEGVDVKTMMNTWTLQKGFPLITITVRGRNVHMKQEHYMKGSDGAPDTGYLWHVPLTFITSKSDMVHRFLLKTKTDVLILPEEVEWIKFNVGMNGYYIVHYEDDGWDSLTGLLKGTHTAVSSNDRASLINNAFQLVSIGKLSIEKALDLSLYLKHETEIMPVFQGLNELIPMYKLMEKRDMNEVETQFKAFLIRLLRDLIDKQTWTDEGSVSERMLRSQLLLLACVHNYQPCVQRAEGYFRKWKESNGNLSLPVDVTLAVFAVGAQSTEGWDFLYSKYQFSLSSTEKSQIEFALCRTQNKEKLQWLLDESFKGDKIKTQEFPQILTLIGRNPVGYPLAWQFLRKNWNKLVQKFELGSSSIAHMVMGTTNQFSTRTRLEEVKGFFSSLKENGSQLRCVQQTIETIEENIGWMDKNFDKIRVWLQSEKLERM
# S100A4 inh HTS: inhibitors of human S100A4 binding to myosin IIA peptide | S100A4/TAMRA-MyoIIA peptide fluorescence polarization | 360,000 compounds, 0.14% hits | P26447 | inhibition, % at 10.7 µM;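 active = mean inhibition of at least 70% across replicates, with every replicate also reaching that level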
# Target sequence (P26447 whole entry, looked up): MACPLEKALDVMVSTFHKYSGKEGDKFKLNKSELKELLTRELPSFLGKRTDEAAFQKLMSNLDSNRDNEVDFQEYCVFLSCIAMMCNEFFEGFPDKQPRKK
#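 Material: S100A4 monomer protein | Medium: HEPES pH 7.2 with CaCl2, KCl, NaCl, DTT, Triton | Reagent: Labelled myosin peptide probe, 5 nM | Doses: One dose per compound | Times: 5 min incubation before reading | Benchmarks: Neutral control DMSO, positive control TFP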
# LGR2 antag: Drosophila LGR2 receptor signaling inhibition; inhibition, % at 9.99 µM; 380,000 compounds, 0.35% hits; HEK293 LGR2, CRE-luciferase, bursicon-stimulated, 4 h;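 active = drop in luminescence signal, shown as inhibition above about 50% in the replicate tests, limit read from the data, passing the limit was not always enough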;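 note: agonist challenge used bursicon conditioned medium at about half maximal strength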
# SIRT5 inh: inhibitors of human sirtuin-5 desuccinylase. Purified SirT5, succinyl-peptide AMC, trypsin-coupled fluorescence. inhibition, % at 15 µM. 330,000 compounds, 1.1% hits. AID 652115; in the data active = inhibition above about 15%
# Cneo AK release: Cryptococcus neoformans lysis via adenylate kinase release | lysis activity, % at 15 µM | C. neoformans lysis, adenylate kinase release luminescence, 4 h; normalised: neutral wells 0, clomiphene wells 100 | 360,000 compounds, 0.2% hits;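 active = mean lysis activity across replicates of at least 80%, whatever share of replicates individually reach that level; inactive = mean lysis activity below 80%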
#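 read-out = cell lysis signal | test system = log-phase Cryptococcus neoformans yeast cells | input = cells at 5 × 10^6 per mL | medium = fresh YPD growth medium | signal = luminescent adenylate kinase detection reagent | timing = 4 h at 37 °C static, read 1 h later | dosing = single dose | controls = Clomiphene as positive lysis control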
# XiGFP reactiv: X-chromosome reactivation activator; activation, % at 7.58 µM; 360,000 compounds, 0.055% hits; XiGFP mouse fibroblasts, % GFP-positive cells imaging, 3 d; cells co-treated with 5-aza-dC sensitizer; scaled so ellipticine positive control = 100%; AID 743238;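 active = mean normalized replicate activation at least 10% and every replicate at or above 10%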;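 note: 0% = median of on-plate neutral control wells and 100% = ellipticine 6 µM median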
#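 System: 68-5-11 XiGFP fibroblast line | Buffer or medium: DMEM containing 5-aza-dC | Compound: Single point | Times: Compounds 3 days, fix/stain 15 min at room temperature | Benchmarks: Positive control ellipticine, 6 µM final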
# C2C12 statin: suppression of simvastatin myotoxicity; C2C12 myotubes + simvastatin, ATP luminescence, 48 h; scaled: DMSO 0, geranylgeraniol control 100; rescue of ATP level, % at 7.49 µM; 330,000 compounds, 0.78% hits;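 active = mean ATP rescue above about 67%, or every replicate alone reaching that limit, limit read from the data, passing the limit was not always enough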;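 note: myotubes were challenged with 10 µM simvastatin during compound exposure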
# PGC1a acetyl inh: lowers PGC1a acetylation signal in U2OS cells | inhibition, % at 15.6 µM | AlphaScreen anti-acetyl-lysine; with virally co-expressed GCN5 acetyltransferase | 350,000 compounds, 0.17% hits | AID 651687;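 active = every replicate shows inhibition of at least 40%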;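 note: 0% = neutral control wells and 100% = positive control wells; some results beyond the cut were filed as inactive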
# Active calls of the source: *; . = no result given.
smiles	ERAP1 inh	S100A4 inh HTS	LGR2 antag	SIRT5 inh	Cneo AK release	XiGFP reactiv	C2C12 statin	PGC1a acetyl inh
CO[C@H](CN(C)Cc1ccc2c(c1)OCO2)[C@@H](C)CN(C(=O)c1ccccc1)[C@H](C)CO	-5.0	-4.1	-10.2	4.5	-1.2	0.1	15.7	-1.2
Fc1cccc(F)c1/C=N/N1CCOCC1	7.2	-6.1	3.8	-3.1	.	0.0	.	5.1
Cc1ccc(C)c(OCCC(=O)OCC(=O)NC2CC2)c1	-1.1	-2.6	-4.5	-1.4	-0.3	-0.1	3.5	.
CCCCNC(=O)CSc1nc2cc3c(cc2c(=O)n1Cc1ccco1)OCO3	-1.0	-0.1	-4.3	7.8	0.3	0.1	-4.0	-6.2
CC(C)C#Cc1ccc([C@@H]2[C@@H](CO)N(C(=O)c3cccc(F)c3)[C@H]2C#N)cc1	1.6	-1.7	13.6	-2.3	2.9	0.1	16.7	10.6
CCOC(=O)/C=C/C(=O)OCc1csc(CC(=O)Nc2ccccc2C)n1	3.6	-10.0	-3.5	-6.6	0.9	0.1	1.1	.
CCOc1cc(NC(=O)c2ccccn2)c(OCC)cc1NC(=O)c1ccc(OC)cc1	0.3	-2.2	-22.3	-3.0	.	0.5	.	6.8
O=C(Cc1ccc(NC(=O)C2CCN(C(=O)C3CCC3)CC2)cc1)Nc1cccc(C(=O)N2CCCC2)c1	-2.8	-5.1	-14.0	-1.3	2.0	0.3	-1.0	-4.0
COc1ccc(Cl)cc1NC(=O)CN(C)CC(=O)Nc1ccc(S(N)(=O)=O)cc1	1.9	6.1	-3.0	-2.8	-2.0	0.1	-7.0	-1.9
CSC1=NCCN1C(=O)c1cccs1	0.9	1.8	-27.2	.	-0.1	0.0	1.3	6.8
CO[C@H]1CN(C)C(=O)c2ccc(NC(=O)c3cnccn3)cc2OC[C@@H](C)NC[C@H]1C	.	.	8.2	.	.	0.2	4.4	-3.6
O=C(COC(=O)c1ccc[nH]c1=O)Nc1ccc(N2CCCCC2)cc1	-4.5	-2.9	-6.9	0.5	-2.3	0.2	13.3	4.7
Nc1nc(NC2CCCC2)cc(=O)[nH]1	-3.5	-6.9	1.2	-2.5	0.2	0.2	-0.2	25.7
Cc1c2cnn(CC(=O)NCCCN3CC(C)CC(C)C3)c(=O)c2c(C)n1Cc1ccccc1Cl (configuration not stated)	-5.4	-5.9	7.3	-3.9	-12.3	0.2	13.0	3.4
O=S1(=O)N[C@H](Cc2ccccc2)COc2cccc(F)c21	-1.3	-0.8	-4.8	-1.2	.	0.0	.	.
CC(C)CNC(=O)c1cccc2c(-c3cccc(C(N)=O)c3)coc12	6.6	-1.4	-19.9	-2.2	-0.5	0.3	-5.6	-22.3
O=C(Cc1ccccn1)N1CC(=O)N2[C@H](CO)[C@H](c3ccc(C#CC4CC4)cc3)[C@H]2C1	0.3	-7.7	-2.4	1.6	.	-0.1	.	-3.4
COc1cc(OC)cc(C(=O)N[C@H](C(=O)OCC(=O)NC(=O)c2cccn2C)C(C)C)c1	-0.3	4.7	-11.1	-1.7	.	0.2	.	.
O=C1C(Br)=Cc2cccc3cccc1c23	2.5	1.2	-17.1	-3.0	-2.0	-0.1	-4.3	.
CCCCN1C(=O)C(CC(=O)NCCCN(C)C)CC(C(=O)N(CC)CC)=C1C (configuration not stated)	-3.8	8.4	.	.	-0.5	0.2	-0.3	9.7
Cc1noc(C)c1NC(=O)Nc1ccc2c(c1)C(=O)N([C@H](C)CO)C[C@@H](C)[C@H](CN(C)S(=O)(=O)c1cn(C)cn1)OCCCC[C@@H](C)O2	4.4	3.9	11.8	-1.0	53.6	0.0	.	12.7
Cc1nc([N+](=O)[O-])cn1CC(O)c1ccccc1 (configuration not stated)	2.1	-0.8	-12.8	-1.5	0.9	0.0	.	1.2
COc1ccc(-c2c(-c3cc(OC)cc(OC)c3)n(C)c3ccc(Br)cc23)cc1	.	-0.7	3.9	.	0.6	-0.2	13.4	.
CN(Cc1ccccc1)C(=O)c1cccc(NC(=O)Cc2ccc(NC(=O)C3CCCN(C(=O)c4ccccc4)C3)cc2)c1 (configuration not stated)	-4.7	5.7	13.0	1.4	1.0	0.0	-3.5	5.1
CCn1c(=O)cc(OCC(=O)N2CCCC2)c2ccccc21	3.0	5.2	3.8	-0.9	-0.6	0.0	8.4	.
Cc1ccc(C)c(C2NC(=O)c3ccccc3N2)c1 (configuration not stated)	-13.9	0.7	-17.0	-17.3	0.5	0.4	-33.3	.
COCCNC(=S)Nc1ccc(N2CCOCC2)c(S(=O)(=O)Nc2ccccc2OC)c1	-0.2	-0.3	-5.0	-1.2	-2.5	0.1	1.2	-3.9
Cc1ccc(OCC(=O)Nc2cc(S(=O)(=O)N3CCOCC3)ccc2N2CCCC2)cc1	4.0	19.8	11.9	-1.7	-0.8	0.4	-8.9	.
COc1ccc(C2CC(c3ccccc3Br)=NN2c2ccc(S(N)(=O)=O)cc2)cc1 (configuration not stated)	-2.7	-3.2	8.1	-3.1	-1.5	0.2	25.3	15.0
COC(=O)c1ccc2nc(-c3ccc(OC)c(OC)c3)c(Cc3ccccc3)n2c1	0.3	-1.2	.	0.0	4.6	-0.1	-6.2	-18.9

# The listing continues.
smiles	ERAP1 inh	S100A4 inh HTS	LGR2 antag	SIRT5 inh	Cneo AK release	XiGFP reactiv	C2C12 statin	PGC1a acetyl inh
COc1ccc(CCN2CC(C(=O)NCCCc3ccncc3)CCC2=O)cc1 (configuration not stated)	7.4	14.1	14.3	-2.4	-2.4	0.0	4.9	0.6
Cc1ccc2c(CC(=O)N(CC3CCCO3)c3c(N)n(Cc4ccccc4)c(=O)[nH]c3=O)coc2c1 (configuration not stated)	2.6	0.1	0.5	2.1	.	-0.2	.	.
COc1ccc(CN2[C@H](CO)[C@@H]3c4ccccc4N(C(=O)C4CC4)C[C@@H]32)cc1	1.4	3.7	6.0	1.6	3.3	0.3	27.2	-16.4
C[C@@H]1CN([C@H](C)CO)C(=O)Cc2cc(NC(=O)Cc3cn(C)c4ccccc34)ccc2O[C@@H]1CN(C)C(=O)NC1CCCCC1	-0.7	-0.8	-3.8	-3.5	0.1	0.1	1.7	-6.6
Cc1noc(C)c1NC(=O)N(C)C[C@H]1Oc2ncc(C#CC3CCCC3)cc2C(=O)N([C@@H](C)CO)C[C@H]1C	-0.8	-5.2	9.4	0.5	8.9	-0.1	-14.1	-6.8
CCc1ccccc1NC(=O)c1cc(S(=O)(=O)N2CCc3ccccc32)cn1C	0.6	-1.9	.	-0.7	-0.3	0.1	11.4	-0.6
CCOC(=O)N(C)c1c(CC)nc2c(OCc3ccc(C(F)(F)F)cc3)cccn12	5.0	2.5	12.8	2.2	5.5	-0.1	-80.2	3.8
CO[C@@H]1CN(C)C(=O)c2cc(NC(=O)c3ccc(F)cc3)ccc2OC[C@@H](C)N(C(=O)CN(C)C)C[C@H]1C	6.1	3.2	-7.8	-2.6	1.9	0.1	-3.2	0.4
COCCn1cnnc1SCC(=O)Nc1cc(OC)c([N+](=O)[O-])cc1C	1.5	-0.2	-8.3	-1.7	.	0.1	.	.
Cc1oc(-c2ccc(F)cc2F)nc1CN1CCN(C(=O)c2ccco2)CC1	13.7	-7.9	10.9	.	-1.2	0.6	-4.9	4.5
O=C(Nc1ccc2c(c1)OCO2)N[C@@H]1CC[C@H](CCNC(=O)C2CCC2)O[C@H]1CO	0.4	37.8	15.0	-1.7	-1.6	0.0	-0.7	-13.4
O=C(C[C@@H]1C=C[C@H](NC(=O)Nc2ccc(F)cc2)[C@H](CO)O1)NCc1ccccn1	-3.3	5.8	2.2	-2.7	-0.2	-0.7	0.3	-2.9
Cc1nc(C(=O)NNC(=O)Nc2ccccc2)cs1	-0.5	-1.1	1.1	-0.3	-2.7	0.0	2.1	2.4
C[C@H](CO)N1C[C@H](C)[C@@H](CN(C)S(=O)(=O)c2ccc(Cl)cc2)Oc2ccc(NC(=O)Cc3ccccc3)cc2C1=O	-1.7	6.2	5.0	-2.6	-1.8	-0.2	-3.0	-3.5
O=S(=O)(Cc1ccccc1)N1CCCCN2[C@H](CO)[C@@H](c3ccc(-c4ccc(F)cc4)cc3)[C@@H]2C1	0.1	-12.0	-0.3	14.4	-3.8	0.0	-46.9	2.8
CCCCOCCCNC(=O)C[C@H]1C[C@@]2(C(=O)OC)C(=C[C@H](C(C)(C)C)O[C@@H]2C)N(Cc2ccccc2)C1=O	-1.1	-4.6	8.1	.	.	0.1	.	.
Cc1noc(C)c1S(=O)(=O)N(C)C[C@H]1Oc2ccc(NS(=O)(=O)c3cn(C)cn3)cc2CC(=O)N([C@H](C)CO)C[C@@H]1C	0.5	-3.3	-6.2	-1.2	-1.6	0.4	-14.6	-3.9
Cn1cc(CN2CCC(C(=O)Nc3cccc(-c4cscn4)c3)CC2)cn1	-0.2	-2.5	7.0	0.6	3.4	-0.1	3.1	5.1
COc1ccccc1NC(=O)CSc1nnnn1-c1ccc2c(c1)OCO2	-3.7	-1.6	-1.1	0.8	-0.1	.	-0.4	.
CCCNC(=O)C1(C)CCCN(C(=O)C(c2ccccc2)c2ccccc2)C1 (configuration not stated)	2.9	-9.8	9.8	-4.0	0.2	0.0	-0.9	-5.7
Cc1cc(C)c(C(=O)OCc2csc(CC(=O)Nc3ccccc3C)n2)c(C)c1	-0.5	-0.7	16.7	-1.7	0.7	-0.1	4.4	.
COc1ccc(S(=O)(=O)N2CCN(C(=O)NCc3ccc(OC)c(OC)c3)CC2)cc1	-4.8	-2.6	15.8	1.5	1.8	0.0	-8.9	-4.3
COC(=O)c1c(C)[nH]c(C(=O)/C=C/c2ccccc2Cl)c1C	2.7	-6.9	-60.1	2.3	.	-0.1	.	-0.9
CCN(CC)CC(O)Cn1c2ccccc2c2ccccc21 (configuration not stated)	.	.	-25.7	.	-0.8	.	10.2	1.0
CC1CCN(C(=O)CSc2ccc(-c3ccc(F)cc3)nn2)CC1	-2.3	-2.7	3.5	0.1	-2.2	.	2.2	-1.3
COc1ccc(C2CC(=O)OC3=C2C(=O)CC(C)(C)C3)c(OC)c1 (configuration not stated)	-4.8	-5.3	-11.9	-1.5	-4.4	0.1	-3.1	9.7
CCC(=O)N(C)C[C@@H]1Oc2cc(-c3ccc(C#N)cc3)ccc2S(=O)(=O)N([C@@H](C)CO)C[C@@H]1C	0.3	11.5	-4.0	-4.9	0.9	-0.5	-3.3	4.9
O=C(Nc1nc2ccccc2s1)c1ccc(Cl)s1	.	-3.3	-56.6	.	-1.2	0.1	4.8	.

# 3 entries from above in a different format.
smiles: Cc1nc(C(=O)NNC(=O)Nc2ccccc2)cs1
  ERAP1 inh = -0.5 | S100A4 inh HTS = -1.1 | LGR2 antag = 1.1 | SIRT5 inh = -0.3 | Cneo AK release = -2.7 | XiGFP reactiv = 0.0 | C2C12 statin = 2.1 | PGC1a acetyl inh = 2.4

smiles: C[C@H](CO)N1C[C@H](C)[C@@H](CN(C)S(=O)(=O)c2ccc(Cl)cc2)Oc2ccc(NC(=O)Cc3ccccc3)cc2C1=O
  ERAP1 inh = -1.7 | S100A4 inh HTS = 6.2 | LGR2 antag = 5.0 | SIRT5 inh = -2.6 | Cneo AK release = -1.8 | XiGFP reactiv = -0.2 | C2C12 statin = -3.0 | PGC1a acetyl inh = -3.5

smiles: O=S(=O)(Cc1ccccc1)N1CCCCN2[C@H](CO)[C@@H](c3ccc(-c4ccc(F)cc4)cc3)[C@@H]2C1
  ERAP1 inh = 0.1 | S100A4 inh HTS = -12.0 | LGR2 antag = -0.3 | SIRT5 inh = 14.4 | Cneo AK release = -3.8 | XiGFP reactiv = 0.0 | C2C12 statin = -46.9 | PGC1a acetyl inh = 2.8

# Screens: PubChem BioAssay, Broad Institute

# This is a subset; count on the stated rates, not on these rows.
